Compound activity (PubChem)
TR SRC2 fluor cs: Texas Red fluorescence interference in TRb-SRC2 counter-screen. TRb/SRC2 Texas Red total fluorescence interference. Potency, µM (doses to about 106 µM), for inactives: at the highest dose fluorescence change, negative = quenching. 0.29% of 280,000 active. AID 1479; active means well fitted curve in either direction with a large enough effect; inconclusive means small, poorly fitted or top-dose-only effect
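Flags fluorescent or light-absorbing compounds by total fluorescence, S + 2P, at 555 nm excitation and 632 nm emission. Mixture: 20 nM Texas Red SRC2 peptide, 0.6 uM human TRb LBD, 1 uM T3, 5% DMSO; compound exposure 5 h at ambient temperature.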
GAA glycogen mod: alters human alpha-glucosidase cleavage of glycogen; recombinant GAA, glycogen substrate, Amplex Red glucose oxidase fluorescence; Potency, µM (titrated, usually from 76.4 µM), for the others: top-dose activity change, negative = inhibition, most hits filed as inhibitors; 0.38% of 300,000 active;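 further: 0% = full enzyme reaction and -100% = no-enzyme basal signal; the screen sought inhibitors and activators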
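qHTS, 1536-well; enzyme 4 nM final; cpd up to 77 uM; substrate bovine liver glycogen 30 ug; 50 mM citrate/phosphate pH 5.0, 0.01% Tween-20; 37 C, 40 min; Amplex Red detection 45 min RT; Hill fit → AC50.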
TRb SRC2 PPI: disrupts binding of human TR beta to SRC2. P10828. TRbeta-SRC2 peptide binding, fluorescence polarization; receptor liganded with 1 µM T3. Potency, µM (doses to about 106 µM), without a hit: at the highest dose activity change, negative = inhibition, actives largely listed as inhibitors. 0.065% of 280,000 active. AID 1469;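 further: plate controls were bound peptide for no effect and peptide without receptor for full effect; nearly all actives have a fitted effect of over 50% in size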
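Polarization signal, normalized between peptide-alone and full complex controls, measured compound effects on T3-liganded human TRb LBD (0.6 uM) binding 20 nM Texas Red SRC2 peptide after 5 hr.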
GAA inhib: blocks human lysosomal alpha-glucosidase. P10253. purified human GAA, 4-MU-alpha-glucoside fluorescence. Potency, µM (titrated, usually from 76.9 µM), for inactives: at the highest dose activity change, negative = inhibition, actives largely listed as inhibitors. 0.005% of 200,000 active;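 further: plate controls were uninhibited enzyme wells for no effect and no-enzyme background for full effect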
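Endpoint fluorogenic read: 20 min room-temperature reaction of 4 nM human alpha-glucosidase with 400 uM 4-methylumbelliferyl-alpha-D-pyranoside, pH 5.0, quenched with 1M NaOH/1M glycine pH 10. AC50 from Hill modeling.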
RGS12 GoLoco inh: inhibitors of human Gai1-RGS12 GoLoco interaction (red fluorophore) | 0.44% of 230,000 active | P63096 | Gai1:RGS12 GoLoco peptide FP, rhodamine, 10 min | AID 880 | Potency, µM (titrated, usually from 61.6 µM), for the others: top-dose activity, negative = inhibition, actives largely listed as inhibitors; active means well fitted inhibition curve with a large enough effect, not every such curve was filed as active; inactive means no such curve, though single readings can be large or run the other way; further: nearly all actives have a fitted effect of over 30% in size; many of its hits are not listed in these tables
Target sequence (P63096 whole entry, looked up): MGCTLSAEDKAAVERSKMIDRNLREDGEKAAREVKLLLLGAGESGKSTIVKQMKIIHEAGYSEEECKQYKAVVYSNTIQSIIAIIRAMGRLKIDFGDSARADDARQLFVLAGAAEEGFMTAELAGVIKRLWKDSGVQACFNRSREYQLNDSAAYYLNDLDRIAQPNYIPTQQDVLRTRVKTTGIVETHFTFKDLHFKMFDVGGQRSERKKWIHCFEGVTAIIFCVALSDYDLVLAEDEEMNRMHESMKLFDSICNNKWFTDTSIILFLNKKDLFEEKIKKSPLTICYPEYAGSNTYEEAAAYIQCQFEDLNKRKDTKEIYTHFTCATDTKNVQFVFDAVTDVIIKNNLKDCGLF
L3MBTL1 inh: inhibitors of human L3MBTL1. Potency, µM (doses to about 57.1 µM), without a hit: at the highest dose activity, negative = inhibition, hits mostly inhibitors. 0.66% of 230,000 active. AlphaScreen L3MBTL1–H3K9me1 peptide binding; further: nearly all actives have a fitted effect of over 60% in size
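AlphaScreen proximity signal between nickel-chelate acceptor and streptavidin donor beads (final 10 ug/mL) reports binding of 50 nM L3MBTL1 to 75 nM biotin-H3 K9me1 peptide; complex incubated with compounds 30 min at room temperature; cefsulodin titration as control.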
RECQ1 helicase: RECQ1 (human) helicase inhibition. P46063. RECQ1 DNA unwinding, red fluorescence kinetic read. Potency, µM (titrated, usually from 57.3 µM), for the others: at the top dose activity, negative = inhibition, most hits filed as inhibitors. 0.54% of 240,000 active. AID 2549;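 further: plate controls were vehicle for no effect and no enzyme for full effect; nearly all actives have a fitted effect of over 30% in size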
Target sequence (P46063 whole entry, looked up): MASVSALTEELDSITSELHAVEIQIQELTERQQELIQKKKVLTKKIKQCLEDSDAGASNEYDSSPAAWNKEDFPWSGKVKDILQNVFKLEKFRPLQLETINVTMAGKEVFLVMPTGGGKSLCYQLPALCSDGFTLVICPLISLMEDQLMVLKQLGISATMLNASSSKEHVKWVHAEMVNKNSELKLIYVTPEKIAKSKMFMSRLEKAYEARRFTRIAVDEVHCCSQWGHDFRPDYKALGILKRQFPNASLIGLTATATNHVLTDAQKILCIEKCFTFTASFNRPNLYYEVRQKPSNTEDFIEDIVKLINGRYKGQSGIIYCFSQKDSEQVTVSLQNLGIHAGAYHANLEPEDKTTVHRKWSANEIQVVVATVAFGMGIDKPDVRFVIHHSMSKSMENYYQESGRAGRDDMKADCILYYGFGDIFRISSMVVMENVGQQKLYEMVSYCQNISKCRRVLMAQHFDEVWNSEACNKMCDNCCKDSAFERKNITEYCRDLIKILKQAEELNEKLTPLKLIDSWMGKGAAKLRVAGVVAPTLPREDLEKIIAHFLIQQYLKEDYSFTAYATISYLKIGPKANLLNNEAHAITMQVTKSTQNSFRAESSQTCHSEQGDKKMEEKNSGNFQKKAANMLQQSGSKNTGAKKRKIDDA
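50 nM RECQ1T1 preincubated 15 min with compound in Tris pH 8.0 buffer with MgCl2, DTT, Tween-20 and 2.5 ug/ml poly(dI-dC); started with 200 nM TAMRA/BHQ-2 forked duplex and 2 mM ATP. Unwinding read as fluorescence (525/598 nm), two reads 2 h apart.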
aGlu spleen mod: inhibitors or activators of human alpha-glucosidase in spleen homogenate; P10253; human spleen homogenate, 4-MU-alpha-glucoside fluorescence; Potency, µM (titrated, usually from 79.9 µM), for the others: top-dose activity change, negative = inhibition, most hits filed as inhibitors; 0.006% of 240,000 active;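 further: 0% = enzyme with vehicle and -100% = no enzyme basal signal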
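Human spleen homogenate (1 ug) incubated with compounds and 1 mM 4-methylumbelliferyl-alpha-D-glucopyranoside in pH 5.0 citrate/phosphate buffer, 37 C, 40 min. Stopped at pH 10; 4-MU fluorescence (Ex 365/Em 440 nm); AC50 by Hill fit.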
Numbers without * were called inactive; i = inactive; ? = inconclusive; / = not tested or not shown; [ ] = another dose, or the depositor's remark. Unless noted, the call rests on the fitted dose curve; in most records, active means well fitted curve in the direction sought with a large enough effect; inconclusive means small, poorly fitted or top-dose-only effect, or another doubt; inactive means no such curve, though single readings can be large; an effect the other way counts as inactive or inconclusive. Unless noted, on the % scale 0 is the no-effect control and ±100 the full control effect; potency means the concentration at half of the fitted maximal effect. Not all compounds are listed, so the mix of outcomes need not match the whole.

Below each compound: TR SRC2 fluor cs	GAA glycogen mod	TRb SRC2 PPI	GAA inhib	RGS12 GoLoco inh	L3MBTL1 inh	RECQ1 helicase	aGlu spleen mod
CN(CCCC(=O)NCc1ccco1)S(=O)(=O)c1ccccc1
→ -2.5%	5.7%	5.5%	-4.2%	-5.9%	4.8%	i	-7.9%
CCN(CC)C(=O)CSc1nnc(-c2ccccc2)n1N
→ 2.8%	8.7%	-19.5%	3.8%	-9.8%	-1.5%	-2.0%	-7.5%
COc1ccc(C)cc1N(C(=O)c1ccc(F)cc1)c1nc2ccccc2s1
→ 0.5%	-8.3%	-2.7%	-3.9%	24.1%	-7.2%	i	-3.1%
CC1CC(C)CN(C(=O)Cn2cc(C=O)c3ccccc32)C1 (centres undefined)
→ -0.1%	-5.3%	-2.5%	6.0%	-8.4%	/	-5.9%	0.4%
CCOc1cc(C(=S)N2CCCCC2)ccc1OCC(=O)NCc1ccccc1
→ -1.2%	6.6%	2.5%	-8.3%	10.5%	/	-4.9%	-5.0%
CC(=O)Nc1ccc(NC(=O)C(C)Sc2nnc(-c3cccs3)o2)cc1 (centres undefined)
→ -2.6%	7.3%	0.3%	-3.9%	10.4%	-0.1%	6.7%	9.7%
CCc1ccc(CNC(=O)C2CC(=O)N(CCc3ccc(C)cc3)C2)cc1 (centres undefined)
→ 0.4%	-11.3%	0.1%	-10.4%	-18.8%	/	-9.4%	1.8%
Cc1ccc2nc(Cl)c(C3CC(c4cccs4)=NN3S(C)(=O)=O)cc2c1 (centres undefined)
→ -1.5%	-5.6%	0.4%	-8.1%	0.3%	-1.3%	-13.9%	-6.5%
O=S(=O)(c1ccc(F)cc1)N1CCN=C1SCc1cccnc1
→ -0.7%	2.0%	-0.3%	-13.3%	1.1%	/	-0.1%	-5.4%
CCOC(=O)Nc1ccc(S(=O)(=O)Nn2cnnc2)cc1
→ -0.6%	-12.6%	7.4%	0.4%	-2.2%	-4.2%	-2.2%	-1.3%
COC(=O)C1C(=O)NCC1c1ccccc1 (centres undefined)
→ 1.0%	-1.3%	-4.3%	0.5%	8.7%	/	i	2.0%
CC1CN(C(=S)SCC(=O)c2ccc(Cl)cc2)CC(C)O1 (centres undefined)
→ -2.9%	-8.3%	3.5%	4.7%	-2.8%	3.1%	-3.2%	1.1%
O=C(NC(=O)N1CCN(c2ccc(F)cc2)CC1)c1ccccc1
→ -8.7%	4.4%	-2.9%	4.7%	-22.7%	/	-7.0%	8.3%
COc1cc(S(=O)(=O)N(C)C)ccc1Br
→ -1.0%	0.4%	-3.2%	0.1%	2.8%	/	-7.3%	-5.5%
Cc1ccccc1-n1nnnc1SCC(=O)NCC1CCCO1 (centres undefined)
→ -7.3%	1.9%	-8.9%	-6.9%	2.1%	45.4%	-6.7%	-3.5%
CC(=O)c1ccc(-n2nncc2-c2ccc([N+](=O)[O-])cc2)cc1
→ 2.7%	3.8%	1.8%	7.5%	0.9%	3.0%	-2.4%	-2.9%
COc1ccccc1C1CC(=O)NC(C)=C1C(=O)OC(C)C (centres undefined)
→ -5.5%	-12.0%	3.5%	-0.8%	9.2%	2.7%	-2.6%	3.3%
CCOc1ccc(C(c2c(C)[nH][nH]c2=O)c2c(C)[nH][nH]c2=O)cc1OC
→ -0.5%	-27.4%	-7.6%	-2.6%	/	-5.7%	2.2%	-2.9%
O=C1C2CCCN2C(c2ccc(Cl)cc2)N1c1nccs1 (centres undefined)
→ 2.0%	1.5%	-0.4%	-4.1%	6.1%	5.9%	4.4%	5.9%
CN(C)S(=O)(=O)c1ccc(N2CCCC2)c(C(=O)N2CCN(c3ccc([N+](=O)[O-])cc3)CC2)c1
→ -1.9%	3.7%	-2.0%	-6.9%	7.5%	-11.7%	-2.9%	-1.5%
CCOC(=O)C1CCN(C(=O)NS(=O)(=O)c2ccc(C)cc2)CC1
→ 1.1%	-1.0%	4.8%	-0.6%	5.1%	5.7%	i	5.5%
CCOC(=O)c1c(NC(=O)CN2CCCCC2)sc2c1CCN(C(=O)OCC)C2
→ -0.2%	-5.7%	-1.3%	-11.4%	8.0%	-4.3%	-10.0%	-2.0%
CCOC(=O)c1cnn(-c2ccccc2)c1NC(=O)C(F)(F)C(F)(F)C(F)(F)F
→ -1.1%	15.2%	-6.7%	1.0%	4.7%	/	i	9.4%
Cc1cc(=O)n2ccsc2n1
→ -21.9%	10.3%	-0.4%	-1.1%	-2.6%	-3.8%	-7.2%	1.3%
N#CCc1ccc(Oc2ccc([N+](=O)[O-])cn2)cc1
→ -0.7%	?	0.9%	3.3%[15.4 µM]	44.1%[activator]	51.5%[activator]	-5.1%	-0.5%
O=C(O)CN1CCCCC1
→ 0.9%	12.8%	-5.2%	-1.0%	-0.9%	9.0%	-5.9%	-0.7%
COC(=O)C(CN)c1c[nH]c2ccc(OC)cc12 (centres undefined)
→ -0.1%	/	1.7%	/	7.7%	/	-1.2%	4.1%
O=C(/C=C/N1CCN(Cc2ccccc2)CC1)C(F)(F)F
→ 1.2%	16.5%	-1.0%	4.7%	4.6%	-0.6%	i	8.9%
Cn1nnc2c[n+](CC(=O)c3ccc(Cl)cc3)cc(Br)c21
→ -0.2%	-13.7%	3.0%	/	4.0%	-16.8%	i	-1.1%
CCOC(=O)c1sc2nc(CC(C)C)c3c(c2c1N)CCC3
→ -0.3%	-5.8%	6.3%	?	4.9%	15.4%	-11.2%	-1.4%
O=C(Nc1ccccc1-c1nnc(SCc2ccc(Cl)cc2Cl)o1)c1ccccc1
→ -5.4%	3.7%	-4.8%	1.4%	10.1%	-6.9%	-1.6%	-1.8%
CC(NC(=O)c1cccs1)C(c1cccs1)N1CCOCC1 (centres undefined)
→ -5.8%	2.3%	0.9%	0.7%	-0.9%	?	-8.6%	-1.8%
CCn1c(C)c(C(C)=O)c(N2CCN(c3ccccc3)CC2)nc1=S
→ 6.4%	-0.4%	-6.1%	-8.2%	16.8%	/	-8.2%	-18.6%
O=C(O)CCCCCN1C(=O)CSC1=S
→ 2.8%	?	1.8%	-5.9%	53.5%[activator]	-9.1%	-12.5%	-9.2%
Cc1ccccc1Nc1nc(N)nc(CCl)n1
→ -3.4%	6.7%	-1.9%	/	10.1%	-6.5%	-7.7%	-2.0%
COc1ccc(/C(C)=N/Nc2cc(C(F)(F)F)ccc2Cl)c(OC)c1
→ -8.6%	-22.9%	9.3%	-2.0%	11.7%	22.6%	-12.1%	-19.7%
Cc1cc(C(=O)N/N=C/c2sccc2C)no1
→ -0.4%	6.1%	-2.3%	3.4%	13.1%	-7.8%	-4.1%	-11.4%
Cc1ccc(NC(=S)N=Nc2c(O)[nH]c3ccccc23)cc1
→ -2.0%	-1.9%	-0.9%	-24.6%	8.4%	-9.5%	-11.1%	-1.0%
CCCNS(=O)(=O)c1ccc(CCC(=O)N2CCOCC2)cc1
→ -2.1%	2.3%	1.2%	0.2%	8.5%	-0.1%	-2.5%	1.7%
Cc1cccc(NC(=S)N/C(=N/S(=O)(=O)c2ccccc2)c2ccccc2)c1
→ 2.5%	-7.0%	-2.4%	-5.6%	4.5%	/	-1.1%	-3.1%

Two of the compounds above, field by field:
O=C(O)CCCCCN1C(=O)CSC1=S
  TR SRC2 fluor cs: 2.8% | GAA glycogen mod: ? | TRb SRC2 PPI: 1.8% | GAA inhib: -5.9% | RGS12 GoLoco inh: 53.5%[activator] | L3MBTL1 inh: -9.1% | RECQ1 helicase: -12.5% | aGlu spleen mod: -9.2%

Cc1ccccc1Nc1nc(N)nc(CCl)n1
  TR SRC2 fluor cs: -3.4% | GAA glycogen mod: 6.7% | TRb SRC2 PPI: -1.9% | GAA inhib: / | RGS12 GoLoco inh: 10.1% | L3MBTL1 inh: -6.5% | RECQ1 helicase: -7.7% | aGlu spleen mod: -2.0%

Additional compounds
Below each compound: TR SRC2 fluor cs	GAA glycogen mod	TRb SRC2 PPI	GAA inhib	RGS12 GoLoco inh	L3MBTL1 inh	RECQ1 helicase	aGlu spleen mod
CC1/C(=N/O)CC(c2ccccc2)N(C)C1c1ccccc1 (centres undefined)
→ -0.8%	-1.5%	3.6%	-1.5%	7.3%	-1.1%	-5.5%	-3.3%
CN1C(=O)/C(=C/c2ccccc2OCc2ccc(F)cc2)N(C)C1=S
→ 2.0%	6.7%	8.7%	3.4%	-5.6%	6.1%	4.7%	-10.0%
CCOC(=O)N1CCC(N(CCCOC)C(=O)Nc2ccc(CC)cc2)CC1
→ 1.0%	2.5%	-5.2%	-2.9%	2.9%	2.8%	-5.0%	3.2%
N#C/C(=C(/O)COc1ccc(Cl)cc1)c1nc2ccccc2s1
→ -1.0%	-19.6%	-5.3%	-0.4%	8.5%	1.3%	-10.1%	1.8%
Cc1ccc(CNC(=O)c2oc3ccc(S(=O)(=O)N4CCC5(CC4)OCCO5)cc3c2C)cc1
→ -5.2%	-3.5%	-3.4%	-10.5%	5.1%	-0.6%	-21.1%	-1.6%
COC(=O)c1ccc(CN2CCN(C3CCCCC3)C(CCO)C2)cc1 (centres undefined)
→ -3.0%	11.3%	-2.0%	3.4%	0.5%	3.9%	-12.6%	-11.8%
Cc1c(CN2CCCCC2C)c(=O)n(-c2ccccc2)n1C (centres undefined)
→ -3.6%	-6.3%	-0.8%	-5.6%	9.4%	/	i	-2.1%
Cc1ccc(NC(=S)N2CCSC2c2cccs2)cc1 (centres undefined)
→ -0.4%	-5.6%	-5.8%	-0.9%	5.8%	/	-10.1%	4.8%
Cc1ccc(C(=O)Nc2nccs2)cc1S(=O)(=O)N1CCCCC1
→ -3.3%	12.7%	-7.6%	-1.4%	-2.8%	0.5%	i	-3.3%
Cc1ccc(/C=N/NC(=O)c2cc(C3CC3)nc3ccccc23)o1
→ -5.8%	2.7%	6.0%	?	16.3%	0.0%	-11.3%	-2.1%
O=C(Cn1cnc2ccccc2c1=O)N/N=C/c1ccc(Br)cc1
→ 0.8%	-0.5%	-7.8%	/	1.1%	0.3%	-0.4%	-9.3%
CC(C)(C)c1ccc(/C=C/C(=O)Nc2nncs2)cc1
→ 1.6%	-3.6%	2.3%	1.0%	8.6%	7.1%	-5.1%	4.5%
